Assay outcomes from PubChem.
SMARCA2 act: SMARCA2 (BRM) function activators, primary screen, cell-based, luminescence, high throughput. activation, % at 9.1 µM. AID 652017, 2013. 1% of 370,000 active. MG213 cells, MMTV-luciferase reporter, dexamethasone, overnight; in the data active = activation above about 7.8%;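 also: 0% = vehicle wells and 100% = reference activator wells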
NPR1 activator: GC-A stimulated cGMP production enhancers – HEK293 GC-A cells, cGMP TR-FRET, EC30 ANP, primary screen; 0.14% of 370,000 active; Atrial natriuretic peptide receptor 1 (Homo sapiens), P16066; 0% at EC30 ANP, 100% saturating ANP; activation, % at 10 µM; in the data active = activation above about 40%
GAA850 FXN act: FXN promoter activators, primary screen, cell-based, luciferase luminescence, HEK293 lucGAA850; 0.56% of 360,000 active; HEK293 lucGAA850 FXN promoter luciferase reporter, 24 h; percent of 10 µM SAHA response; activation, % at 6 µM;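 active = activation above the average of all compounds screened plus 3 SD, cutoff fixed separately per campaign, cut at about 7.5% in these data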;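 also: 0% = DMSO wells and 100% = 10 µM SAHA wells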
DAX1 inh-1: DAX1 (NR0B1) inhibitors on StAR promoter, primary screen, cell-based, luminescence, SF-1 (NR5A1), full-length DAX-1 | AID 652010, 2013 | 1.1% of 370,000 active | HEK293T StAR-luciferase reporter, SF-1/DAX-1 repression relief | inhibition, % at 6.8 µM;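 active = inhibition above the mean over all tested compounds plus 3 SD, cut at about 3.6% in these data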;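 also: 0% = DAX-1 cells with DMSO and 100% = cells lacking DAX-1 with DMSO; higher inhibition means more luminescence from relief of DAX-1 repression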
PG9 Ab binder: binders of HIV-1 gp120 antibody PG9, primary screen, biochemical, TR-FRET | HIV-1 gp120 / PG9 antibody interaction | inhibition, % at 6.7 µM | 0.43% of 360,000 active | TR-FRET gp120-PG9 antibody binding; in the data active = inhibition above about 8.5%
ADAM10 inh: human ADAM10 inhibitors, primary screen, biochemical, QFRET, HTS. Disintegrin and metalloproteinase domain-containing protein 10 (Homo sapiens), O14672. 0.62% of 370,000 active. inhibition, % at 7 µM. AID 720582, 2013. recombinant ADAM10, EDANS/DABCYL FRET peptide cleavage, 3 h;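 active = inhibition above a per-campaign cutoff equal to the mean of compounds falling between control-based bounds plus 3 SD, cut at about 20% in these data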;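 also: 0% = DMSO wells while the 100% control is not disclosed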
Target sequence (O14672 214-748 limits assumed): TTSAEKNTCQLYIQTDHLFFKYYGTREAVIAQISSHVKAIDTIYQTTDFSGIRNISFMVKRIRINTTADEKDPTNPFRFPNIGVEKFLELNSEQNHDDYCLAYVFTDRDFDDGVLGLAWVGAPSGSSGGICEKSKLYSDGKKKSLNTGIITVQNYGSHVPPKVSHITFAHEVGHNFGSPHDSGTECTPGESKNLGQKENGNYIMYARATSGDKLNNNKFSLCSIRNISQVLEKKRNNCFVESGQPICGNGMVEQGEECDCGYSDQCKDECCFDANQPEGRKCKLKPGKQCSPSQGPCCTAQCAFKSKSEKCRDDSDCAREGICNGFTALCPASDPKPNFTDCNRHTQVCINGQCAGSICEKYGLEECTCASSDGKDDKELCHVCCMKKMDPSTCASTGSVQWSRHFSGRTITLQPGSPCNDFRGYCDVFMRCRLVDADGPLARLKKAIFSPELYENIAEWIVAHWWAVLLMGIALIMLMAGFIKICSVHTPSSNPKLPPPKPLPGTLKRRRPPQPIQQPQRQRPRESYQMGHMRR
DAX1 inh-2: DAX1 (NR0B1) inhibitors, primary screen, cell-based, HEK293, Gal4-DAX1, luciferase luminescence; Nuclear receptor subfamily 0 group B member 1 (Homo sapiens), P51843; HEK293 Gal4-DAX1 luciferase reporter; inhibition, % at 6.75 µM; 0.99% of 340,000 active; AID 504766, 2011;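 active = inhibition above the mean over all tested compounds plus 3 SD, cut at about 4.2% in these data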;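 also: 0% = DAX1-transfected cells with DMSO and 100% = empty-vector control cells with DMSO; inhibition shows as a rise in luminescence from relieved DAX1 repression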
Target sequence (P51843 207-470 limits assumed): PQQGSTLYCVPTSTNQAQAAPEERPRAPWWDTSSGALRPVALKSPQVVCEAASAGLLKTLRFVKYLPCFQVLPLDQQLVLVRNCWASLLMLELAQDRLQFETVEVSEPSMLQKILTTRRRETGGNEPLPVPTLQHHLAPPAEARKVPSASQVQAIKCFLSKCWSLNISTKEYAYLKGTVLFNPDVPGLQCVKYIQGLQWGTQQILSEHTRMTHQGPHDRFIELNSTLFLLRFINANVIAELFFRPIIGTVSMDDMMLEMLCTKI
hgDAF-12 ag: H. glycines DAF-12 receptor agonists, primary screen, cell-based, luminescence, HEK293, GAL4 fusion, UAS-luciferase | HEK293 GAL4-hgDAF12 UAS-luciferase reporter, agonist luminescence; normalized to butyrate control | activation, % at 6.8 µM | 1.8% of 370,000 active | AID 687014, 2013;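 active = activation above a cutoff set at the mean of all screened compounds plus 3 SD, cut at about 10% in these data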;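 also: 0% = DMSO wells and 100% = sodium butyrate wells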
hcDAF12 agonist: H. contortus DAF-12 nuclear receptor activators, primary screen, cell-based, luminescence, HEK293, lit1-tk-luc reporter. HEK293 hcDAF-12 lit1-tk-luc reporter; 0% DMSO, 100% Δ7-dafachronic acid. activation, % at 6.8 µM. 1.4% of 370,000 active. AID 652067, 2013;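 active = activation above the mean of all tested compounds plus 3 SD, cut at about 5.5% in these data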;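 also: 100% = response to 3 µM Δ7-dafachronic acid high control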
ssDAF12 agonist: S. stercoralis DAF-12 nuclear receptor activators, primary screen, cell-based, luminescence, HEK293, GRIP1 co-expression, lit1-tk-luc | activation, % at 6.8 µM | Nuclear hormone receptor DAF-12 (Strongyloides stercoralis) | HEK293 ssDAF-12/GRIP1 lit1-tk-luc reporter; % of 3 µM dafachronic acid response | 1% of 370,000 active;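 active = activation above the mean over all tested compounds plus 3 SD, cut at about 0.9% in these data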;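 also: 0% = DMSO-only wells and 100% = 3 µM delta7-dafachronic acid wells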
ADAM17 inh: ADAM17 inhibitors, primary screen, biochemical, QFRET; 0.83% of 370,000 active; AID 720648, 2013; recombinant ADAM17, EDANS/DABCYL FRET peptide cleavage; inhibition, % at 6.95 µM;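 active = inhibition above the mean of compounds lying between control limits plus 3 SD, set per campaign, cut at about 8.5% in these data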;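 also: 0% = DMSO-only wells as the low control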
Numbers without * were called inactive; x = not tested or not shown. Outcome played no part in choosing rows, and some 6.8% of all compounds hit somewhere here.

SMILES	SMARCA2 act	NPR1 activator	GAA850 FXN act	DAX1 inh-1	PG9 Ab binder	ADAM10 inh	DAX1 inh-2	hgDAF-12 ag	hcDAF12 agonist	ssDAF12 agonist	ADAM17 inh
CC(C)NC(=O)N(C)C[C@H]1Oc2ccc(NS(=O)(=O)c3ccccc3)cc2C(=O)N([C@H](C)CO)C[C@@H]1C	1	-1	0.1	0.1	-1.4	-7	1.6	0.0	-1.7	-1.6	-4
CCCCc1nnc(NC(=O)C(C)Sc2nc(O)c(Cc3ccccc3)c(=O)[nH]2)s1 (stereo not given)	-3	2	-0.6	-0.1	0.0	-5	0.1	-0.5	-2.1	-0.9	-7
O=C(CCc1ccccc1)NCc1ccc(F)cc1	-2	-2	-0.3	-0.3	0.3	-1	0.4	1.4	-2.2	-0.7	2
CC(C)(O)C1=NOC(c2ccccc2)C1 (stereo not given)	2	1	5.3	0.2	1.1	8	0.2	-1.2	0.3	-1.7	0
CCOC(=O)c1ccc(NC(=S)N(CCN(C)C)Cc2cccs2)cc1	-1	4	-7.0	-0.7	-0.4	1	-2.0	-7.9	-2.1	-2.0	0
CCOc1ccc(N(C)C(=O)CCc2nnc3ccc(N4CCCC4)nn23)cc1	-3	1	2.2	0.2	0.0	-4	-0.2	-0.9	0.5	-1.5	-3
COc1ccc(-c2[nH]ncc2C2N=C(N)Nc3nc4ccccc4n32)cc1 (stereo not given)	2	15	-0.9	-0.4	2.6	6	-0.5	2.2	-0.8	-2.1	0
COC(=O)C1=C(C)NC(=O)CC1c1ccccc1F (stereo not given)	-2	-2	0.9	0.9	-0.4	-4	0.4	2.1	-1.0	-1.9	1
Nc1ccccc1SC1CC(=O)N(c2ccc3c(c2)OCO3)C1=O (stereo not given)	2	3	-0.1	0.0	-0.1	-6	x	0.1	0.4	-1.4	-2
COC(=O)c1cccc(NC2CC(=O)N(c3ccc(OC)c(OC)c3)C2=O)c1 (stereo not given)	5	-1	1.5	0.5	-0.3	-34	2.9	-1.4	-2.3	-0.7	-12
O=C(COc1ccc(Cl)cc1)N1CCN(C(=O)c2ccccc2F)CC1	1	4	-0.7	0.0	0.3	5	0.8	-1.3	-0.4	-0.6	0
O=C(Nc1ccc(Cl)c(S(=O)(=O)N2CCOCC2)c1)c1ccncc1	0	-2	1.4	-0.4	-2.0	-4	-1.9	-2.7	-2.5	-1.7	-4
S=C(N/N=C/c1ccc2c(c1)OCO2)NC1CC2CCC1C2 (stereo not given)	3	-4	5.0	0.4	-2.1	3	x	1.0	-0.9	-1.7	-3
COc1ccc2nc(C)cc(SCC(=O)NNC(=O)COc3ccc(C)cc3)c2c1	-3	-9	-1.3	-1.1	-12	-7	-0.4	-1.6	-0.7	-1.2	0
COC(=O)c1cccc(NC(=S)N2CCN(c3ccccc3F)CC2)c1	-1	-1	-0.7	-0.2	0.4	1	-0.8	-1.4	-1.7	-0.8	1
O=C1CCC/C1=C\Nc1ccc(Cl)c([N+](=O)[O-])c1	3	-5	2.0	0.1	-2.2	0	2.9	-1.1	-0.7	-1.3	-3
Cc1ccccc1/C=N/NC(=O)CSc1nc2ccccc2o1	3	-1	2.5	0.3	-4.2	3	0.2	-0.1	-1.6	-0.5	3
CC1(C2CC(=O)c3c(O)ccc(O)c3C2)OCCO1 (stereo not given)	0	3	-1.2	-0.6	-4.3	-4	1.6	-0.5	-0.1	-0.6	-3
Cc1noc(C)c1NC(=O)N(C)C[C@H]1Oc2ccc(NS(=O)(=O)c3ccccc3)cc2C(=O)N([C@H](C)CO)C[C@@H]1C	0	3	0.2	-0.1	-0.1	-3	0.2	2.8	-1.3	-0.2	-2
CC(NC(=O)[C@H](C)NC(=O)N1CCn2c1nc1ccccc12)c1ccccc1 (stereo not given in full)	-2	0	-0.3	-1.9	-0.3	-4	1.0	-0.6	0.2	-0.9	4
COc1cccc(C(C(=O)NC2CCCC2)N(C(=O)c2csnn2)C2CC2)c1 (stereo not given)	4	-9	-1.2	0.2	0.2	12	-2.2	0.4	-0.1	-0.9	1
Cc1ccn(CCC(=O)N2CCCC(CCC(=O)N3CCN(c4ccccn4)CC3)C2)n1 (stereo not given)	-1	-1	0.2	0.0	-0.8	-16	-1.1	2.6	-1.2	-1.9	-4
N#Cc1ccc(C(=O)OCC(=O)NC(=O)NCc2ccccc2)cc1	-1	-1	1.3	-0.6	-0.7	-5	2.4	3.4	-0.5	-1.2	2
Cc1cccc(NC(=S)NC(=O)c2cccs2)n1	7	7	3.3	0.9	-1.1	-21	1.4	6.4	3.3	-0.6	-10
C=CCn1c(C(CC)CC(C)(C)O)n[nH]c1=S (stereo not given)	0	-1	0.4	-0.4	0.6	-2	3.6	0.5	-3.3	-1.1	-1

Taken from above:
Value for `CCOc1ccc(N(C)C(=O)CCc2nnc3ccc(N4CCCC4)nn23)cc1` under ssDAF12 agonist: -1.5
Value for `Cc1cccc(NC(=S)NC(=O)c2cccs2)n1` under SMARCA2 act: 7

Other entries:
SMILES	SMARCA2 act	NPR1 activator	GAA850 FXN act	DAX1 inh-1	PG9 Ab binder	ADAM10 inh	DAX1 inh-2	hgDAF-12 ag	hcDAF12 agonist	ssDAF12 agonist	ADAM17 inh
O=[N+]([O-])c1ccc(Oc2cccc(C(F)(F)F)c2)nc1	-4	1	0.0	-0.7	-1.4	3	-0.1	0.1	0.7	-0.2	1
Nc1[nH]c(C(=O)c2ccccc2)c(-c2ccccc2Br)c1C(=O)c1cccs1	-2	-4	x	1.0	0.4	5	x	3.5	0.3	-1.2	6
C#CCOCCOCCOCCNc1nc(N2CCOCC2)nc(N2CCN(C(=O)[C@H](Cc3cc4ccccc4[nH]3)n3cc([C@@H](N)C(C)CC)nn3)CC2)n1 (stereo not given in full)	2	4	-0.4	0.2	0.9	-2	-0.3	-0.3	4.0	-0.9	-2
CC(NC(=O)C1CCCO1)c1ccccc1 (stereo not given)	0	-6	-1.2	-0.2	0.0	-3	1.1	-0.6	1.8	-0.2	3
COC(=O)[C@]12C[C@H](CC(=O)NCc3ccc(OC)c(OC)c3)C(=O)N(CCc3ccc(OC)c(OC)c3)C1=C[C@H](C(C)C)O[C@@H]2C1CC1	-2	6	x	-0.8	x	-4	x	1.8	-4.2	-1.0	-4
CCOC(=O)c1c(C)[nH]c(C(=O)N2CCN(C(=O)OCC)CC2)c1C	0	0	1.2	-0.2	-2.4	-1	-0.7	0.1	-1.0	-0.8	-2
Cc1c(NC(=O)C(C)OC(=O)c2nc(Cl)ccc2Cl)c(=O)n(-c2ccccc2)n1C (stereo not given)	-2	0	0.6	0.0	-0.8	-7	0.0	-2.6	2.4	-0.8	-4
Cc1cc(NC(=O)Cn2nc(C)c([N+](=O)[O-])c2C)no1	-4	1	0.4	0.3	-1.3	-5	1.1	-3.8	-0.8	-1.6	-8
O=C1CC(=C(c2ccccc2)c2ccccc2)C(=O)N1CCCCN1CCN(c2ccccc2)CC1	1	-6	-4.6	0.1	-1.1	12	-0.5	-0.9	-1.9	-1.4	4
COc1ccc(C2=NS(=O)(=O)N(C)C(C(=O)NCc3ccc4c(c3)OCO4)=C2)cc1OC	2	3	0.5	-0.2	1.7	-1	0.6	-0.6	-1.1	-1.4	3
CCCN1CCN(CCCNC(=O)Cn2ncc3c4ccccc4n(C)c3c2=O)CC1	1	0	1.2	0.1	0.9	-59	2.9	-5.5	-1.5	-0.7	-14
COc1cccc2cc(C(=O)NNC(=O)c3ccc(Br)cc3)c(=O)oc12	-2	7	0.8	-0.1	-0.3	-1	1.3	4.3	-0.3	-0.9	0
COc1ccc(OC)c(N=c2oc3c(OC)cccc3cc2C(=O)NCc2ccco2)c1	1	-6	1.9	-0.9	-0.3	-9	0.1	-2.5	-0.4	-1.4	-3
COC(=O)c1ccc(C)c(NC(=O)CN(c2ccccc2)S(=O)(=O)N(C)C)c1	-3	0	1.9	-0.1	-0.2	0	0.8	-1.8	-1.3	-1.2	-3
CS(=O)(=O)N(CC(=O)Nc1ccccc1-c1ccccc1)c1ccccc1	-5	-16	-0.2	-0.3	1.2	-5	0.2	-1.3	0.2	-0.5	-4
CC(=O)N1CCc2cc(S(=O)(=O)CCC(=O)N(C)Cc3ccco3)ccc21	1	2	0.1	-0.3	-0.5	0	0.4	-0.5	-1.9	-1.2	0
O=C(Nc1ccccc1O)N1c2ccccc2Sc2ccccc21	-3	-12	1.1	-0.1	3.2	4	0.1	0.7	-1.6	-0.5	3
CCO[C@H]1OC(C(=O)N2CCN(C)CC2)=C[C@@H](C)[C@@H]1CCCO	1	1	1.6	0.4	-2.3	6	-0.7	-0.5	1.1	-0.9	-3
CN(C(=O)CCN1C(=O)C(C)(C)Nc2ccccc21)c1ccccc1	0	10	-1.1	-1.5	0.3	6	-0.7	2.3	0.7	-1.3	-2
CC1(C)Cc2c(sc3nc4n(-c5ccccc5)c(=O)c(CCC(=O)O)nn4c(=O)c23)CO1	7	4	1.7	0.1	-3.7	-1	-1.2	-1.9	-1.0	-1.8	-2
COc1ccc(OCC(O)COc2ccc(OC)cc2)cc1	2	1	1.3	-0.6	0.2	9	-0.6	1.9	-0.2	-0.2	-2
CCOC(=O)CC1Sc2ccccc2NC1=S (stereo not given)	-1	4	-0.2	0.7	-0.4	2	x	1.9	-0.5	-0.6	-3
Cc1ccccc1NC(=O)c1ccccc1N(C)S(=O)(=O)c1ccccc1	-2	5	-0.7	-0.4	0.9	5	3.7	-0.2	-1.9	-0.6	-1
N#Cc1c(Nc2ccccc2)sc(C(=O)C2CC2)c1N	6	-4	3.9	-0.2	0.5	4	-1.3	1.6	2.5	-0.5	0
O=C(C1CC1)N1CCc2cc(Br)cc(S(=O)(=O)N3CCOCC3)c21	6	2	3.5	-0.6	-2.6	4	-0.7	-2.2	-2.6	-1.3	1
COc1ccc(Nc2nc(N)c(C(=O)c3ccc(F)cc3)s2)cc1	6	-6	-1.5	-0.4	-1.0	8	-2.1	-0.5	-3.0	-0.9	1
